p-CIP stab down: lowers stability of the mouse p/CIP coactivator protein; F442A p/CIP-EGFP cells, EGFP fluorescence, 16 h; decrease of EGFP signal, % at 10 µM; actives 0.01% (n = 290,000); AID 1984;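 active = EGFP signal decrease of at least 30% at 10 µM or well 3 SD below plate mean, unless failing retest; inactive = the rest, including hits failing retest or dose response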; note: some compounds called inactive have numbers as strong as hits; many of its hits are not listed in these tables
Target sequence (Q05BA5 1-1403): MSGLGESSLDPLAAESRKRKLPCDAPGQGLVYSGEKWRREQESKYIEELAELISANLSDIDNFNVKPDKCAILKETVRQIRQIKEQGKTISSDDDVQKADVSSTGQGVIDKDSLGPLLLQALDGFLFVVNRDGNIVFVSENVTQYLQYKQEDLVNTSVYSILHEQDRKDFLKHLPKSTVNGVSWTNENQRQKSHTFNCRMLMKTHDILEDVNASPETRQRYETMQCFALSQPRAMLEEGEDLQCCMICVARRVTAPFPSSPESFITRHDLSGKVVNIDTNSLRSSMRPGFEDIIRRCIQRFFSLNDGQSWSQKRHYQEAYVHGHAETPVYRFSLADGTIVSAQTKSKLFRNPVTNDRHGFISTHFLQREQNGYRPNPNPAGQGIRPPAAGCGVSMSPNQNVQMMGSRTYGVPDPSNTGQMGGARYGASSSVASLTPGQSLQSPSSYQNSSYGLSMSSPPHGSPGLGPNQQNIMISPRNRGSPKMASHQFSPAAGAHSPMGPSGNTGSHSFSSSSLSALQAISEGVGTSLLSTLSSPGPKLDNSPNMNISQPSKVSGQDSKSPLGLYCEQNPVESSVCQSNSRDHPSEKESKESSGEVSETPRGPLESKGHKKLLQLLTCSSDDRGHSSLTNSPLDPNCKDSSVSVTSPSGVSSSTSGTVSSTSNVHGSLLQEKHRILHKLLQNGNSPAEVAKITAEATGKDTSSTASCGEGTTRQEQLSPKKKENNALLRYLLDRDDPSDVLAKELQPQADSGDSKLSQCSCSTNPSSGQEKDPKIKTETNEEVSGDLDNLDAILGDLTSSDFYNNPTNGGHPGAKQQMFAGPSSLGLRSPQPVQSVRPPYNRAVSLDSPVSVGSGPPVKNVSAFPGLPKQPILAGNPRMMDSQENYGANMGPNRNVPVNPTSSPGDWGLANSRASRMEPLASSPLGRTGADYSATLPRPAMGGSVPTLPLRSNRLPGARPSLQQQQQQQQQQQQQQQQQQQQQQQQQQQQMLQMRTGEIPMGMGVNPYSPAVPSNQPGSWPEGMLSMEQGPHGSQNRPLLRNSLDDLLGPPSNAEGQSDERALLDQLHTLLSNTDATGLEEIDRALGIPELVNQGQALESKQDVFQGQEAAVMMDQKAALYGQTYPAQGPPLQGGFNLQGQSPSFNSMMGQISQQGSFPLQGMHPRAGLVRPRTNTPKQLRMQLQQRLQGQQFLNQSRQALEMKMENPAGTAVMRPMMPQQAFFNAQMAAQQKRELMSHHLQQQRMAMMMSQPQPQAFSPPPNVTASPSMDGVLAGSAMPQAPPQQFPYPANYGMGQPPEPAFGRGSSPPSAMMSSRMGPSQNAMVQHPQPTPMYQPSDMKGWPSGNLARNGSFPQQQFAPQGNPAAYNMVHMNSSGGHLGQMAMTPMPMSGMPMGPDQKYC
HCV NS3 hel inh: inhibitors of Hepatitis C virus NS3 helicase; NS3 helicase DNA unwinding, Cy5 molecular beacon fluorescence; inhibition, % at 10.9 µM; actives 0.56% (n = 290,000); AID 1800;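 active = inhibition above the mean of all tested compounds plus 3 SD, set per campaign, cut at about 35% in these data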;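 note: 0% = DMSO wells and 100% = thioflavine S control wells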
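Material: hepatitis C virus NS3 helicase domain fragment enzyme; measured by: Cy5 fluorescence, 0 and 60 min reads; control set: DMSO and thioflavine S; incubation: 60 min unwinding reaction at 25 °C after ATP addition; read-out basis: % inhibition from 60/0 min fluorescence ratio, DMSO 0%, thioflavine S 100%; repeats: singlicate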
PfM18AAP inh: blocks P. falciparum M18 aspartyl aminopeptidase; recombinant PfM18AAP, H-Glu-NHMec fluorogenic cleavage; inhibition, % at 7.35 µM; actives 1.2% (n = 290,000); AID 1822;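 active = inhibition above the campaign mean inhibition over all tested compounds plus 3 SD, cut at about 28% in these data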;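 note: 0% = plate median of test compound wells and 100% = 2 mM ZnCl2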
IDE act: activators of human insulin-degrading enzyme in cells; HEK cells, FAbeta-B cleavage, fluorescence polarization; 0% vehicle, 100% cell-free pure enzyme wells; activation, % at 5.96 µM; actives 0.073% (n = 340,000); AID 493087;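 active = activation above the mean of all tested compounds plus 3 SD, set per screening campaign, cut at about 17% in these data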
IDE inh: inhibitors of human insulin-degrading enzyme in cells | P14735 | actives 0.41% (n = 320,000) | inhibition, % at 5.59 µM | HEK cells, FAbetaB cleavage, fluorescence polarization | AID 434962;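 active = percent inhibition above the average of all tested compounds plus 3 SD, set per screening campaign, cut at about 16% in these data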;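 note: IDE supplied by intact live HEK cells; FP after avidin binding of uncleaved biotin substrate so inhibition keeps polarization high; 0% = DMSO wells and 100% = 60 µM reference IDE inhibitor Ii1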
VIM-2 inhibitor: blocks Pseudomonas aeruginosa VIM-2 metallo-beta-lactamase; purified VIM-2, nitrocefin hydrolysis, epi-absorbance fluorescence; inhibition, % at 5.6 µM; actives 0.89% (n = 290,000); AID 1527;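 active = inhibition above the mean of all tested compounds plus 3 SD, cutoff set per screening run, cut at about 7.5% in these data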;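 note: red hydrolysis product quenches plate fluorescence so inhibitors raise well fluorescence; 0% = enzyme with DMSO and 100% = DMSO without enzyme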
IMP-1 inh: inhibitors of Pseudomonas aeruginosa IMP-1 metallo-beta-lactamase; inhibition, % at 5.6 µM; actives 0.45% (n = 290,000); purified IMP-1, nitrocefin hydrolysis, epi-absorbance fluorescence; AID 1556;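 active = inhibition above the mean plus 3 SD of all compounds in the same screening run, cut at about 4.5% in these data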;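 note: 0% = IMP-1 with DMSO and 100% = DMSO wells lacking enzyme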
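assay system = purified recombinant IMP-1 metallo-beta-lactamase enzyme | schedule = 15 min preincubation plus 25 min reaction at 25 °C | signal = Epi-absorbance fluorescence, 480 nm excitation, 530 nm emission | read-out basis = percent inhibition from optical density relative to buffer-blank wells | controls = IMP-1 with DMSO as 0%, enzyme-free DMSO as 100%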
UBC9 SUMO inh: inhibitors of human SUMOylation (UBC9). HTRF SUMOylation assay, SAE1/SAE2 + UBC9, in vitro. P63279. actives 0.36% (n = 290,000). AID 2006. inhibition, % at 35 µM; in the data active = inhibition above about 50%, passing the limit was not always enough; note: strong numbers were not always called active
DNA FID counter: counter-screen for HCV NS3 helicase inhibitors: DNA intercalator displacement | actives 0.17% (n = 290,000) | DNA fluorescent intercalator displacement, fluorescence | AID 1845 | inhibition, % at 7.9 µM; in the data active = inhibition above about 37%;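 note: 0% = vehicle and 100% = reference compound; higher means more ethidium bromide displaced from hairpin DNA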
* hit, by the source's call; . = no result given.

Start of the data: the first five compounds, to show the layout:
SMILES	p-CIP stab down	HCV NS3 hel inh	PfM18AAP inh	IDE act	IDE inh	VIM-2 inhibitor	IMP-1 inh	UBC9 SUMO inh	DNA FID counter
COC(=O)c1ccc(/C=N/NC(=O)C2CC(=O)N(c3ccc(OC)cc3)C2)cc1 (stereo unspecified)	21	-10	-1	-2	2	-1.7	-1.1	0	-34
O=C(Nc1ccc(S(=O)(=O)NCC2CCCO2)cc1)c1cccc(F)c1 (stereo unspecified)	2	-6	2	-1	-3	-3.7	-3.1	10	-9
COC(=O)c1c(N)c(C#N)c(C)n1-c1ccccc1	-6	2	1	0	2	-0.6	-1.7	3	-4
O=C(c1ccncc1)N1CCN(CCc2ccccc2)CC1	3	-3	-5	-5	-13	-1.5	-0.7	14	-5
COc1cc2c(c(OC)c1)C(c1cccc(OC)c1OC)CC(=O)N2 (stereo unspecified)	1	-7	3	3	0	2.0	-0.6	12	-24

The listing (from the top)
SMILES	p-CIP stab down	HCV NS3 hel inh	PfM18AAP inh	IDE act	IDE inh	VIM-2 inhibitor	IMP-1 inh	UBC9 SUMO inh	DNA FID counter
COC(=O)c1ccc(/C=N/NC(=O)C2CC(=O)N(c3ccc(OC)cc3)C2)cc1 (stereo unspecified)	21	-10	-1	-2	2	-1.7	-1.1	0	-34
O=C(Nc1ccc(S(=O)(=O)NCC2CCCO2)cc1)c1cccc(F)c1 (stereo unspecified)	2	-6	2	-1	-3	-3.7	-3.1	10	-9
COC(=O)c1c(N)c(C#N)c(C)n1-c1ccccc1	-6	2	1	0	2	-0.6	-1.7	3	-4
O=C(c1ccncc1)N1CCN(CCc2ccccc2)CC1	3	-3	-5	-5	-13	-1.5	-0.7	14	-5
COc1cc2c(c(OC)c1)C(c1cccc(OC)c1OC)CC(=O)N2 (stereo unspecified)	1	-7	3	3	0	2.0	-0.6	12	-24
CCC(C)(C)n1nnnc1C(c1cc2cc(C)cc(C)c2[nH]c1=O)N1CCCC1 (stereo unspecified)	-8	-2	5	-1	2	-2.3	-2.9	18	-10
Cc1ccc(S(=O)(=O)Cc2cn3cccnc3n2)cc1	-25	-1	0	0	.	-0.1	-2.5	22	4
O=C(Nc1cccc(Cl)c1)NC1(C(=O)NCc2cccs2)CCCCC1	-7	-1	-11	4	-3	-1.3	-1.9	3	-2
CCc1ccc(C(=O)c2cncc(Br)c2)cc1	-1	-5	-2	2	4	-2.1	-2.8	-4	0
COc1ccc(-c2c3c(nc4sc5c(=O)[nH]c(C)nc5c24)CCC3)cc1	-42	1	0	1	3	-1.3	-1.6	16	3
O=C(Nc1ccc2oc(-c3cccnc3)nc2c1)c1cc2ccccc2o1	2	-7	6	-3	1	-1.1	-2.6	-7	-4
CC(NS(=O)(=O)c1ccc2c(c1)CC(=O)N2C)c1ccccc1 (stereo unspecified)	-15	2	-6	-1	0	-0.6	-3.7	-7	-9
CC1CCCC(NC(=O)c2cccc(S(=O)(=O)N3CCCCC3)c2)C1C (stereo unspecified)	-10	-1	-1	-5	3	-0.4	-1.9	7	-40
COc1ccc(N(C)S(=O)(=O)c2cccc(C(=O)OCC(=O)Nc3sc4c(c3C#N)CCCCC4)c2)cc1	3	16	-4	0	-2	-2.9	-4.3	1	0
CC(C)N=C1NN=C(c2cccs2)C(CC(=O)O)S1 (stereo unspecified)	-16	12	22	1	0	-1.4	-2.8	11	-10
O=C(CSCc1ccccc1)N/N=C/c1ccccc1OCc1ccccc1	17	-11	5	0	8	-3.6	-4.1	-36	-25
O=C1/C(=C\Nc2ccccc2)CCN1c1ncccn1	0	5	-11	6	7	0.8	-2.5	12	1
C=C(C)COc1ccc2c(CC)cc(=O)oc2c1C	2	0	-6	-2	2	3.1	-0.8	0	-17
O=C(Nc1ccc2c(c1)OCCO2)C(c1ccc(F)cc1)N1CCCCC1 (stereo unspecified)	-4	2	-7	5	1	-3.3	-3.2	11	-3
Cc1nc(Nc2ccc(O)cc2)c2c3c(sc2n1)CCCC3	-12	-5	4	1	3	8.4*	-3.8	-3	-22
O=C(Nc1nc(-c2ccc3ccccc3c2)cs1)C1CCN(S(=O)(=O)c2cccs2)CC1	-11	-8	4	-1	3	-2.0	1.1	-36	-4
Cc1cccc(OCCCC(=O)NCCc2ccccc2)c1	8	2	-4	-1	-1	-2.9	-1.1	15	-18
CC(C)(C)NC(=O)COC(=O)c1ccc(O)cc1	5	19	6	0	2	2.5	-2.6	17	-3
O=C(O)c1[nH]c2ccccc2c1C(c1c(F)cccc1Cl)c1c(C(=O)O)[nH]c2ccccc12	-2	-23	5	9	2	-1.4	-1.3	1	-26
Cc1ccccc1CC(=O)N1CCCC1	-6	14	-8	5	4	-1.7	-3.8	3	-5
COc1ccc(NC(=O)c2cnc(SC)nc2C)c(OC)c1	15	4	-7	4	8	-0.1	-1.1	4	-3
CCCC(=O)Oc1c(S(=O)(=O)c2ccc(C)cc2)c(C)nn1C(C)(C)C	-10	5	-4	6	2	-1.6	-2.2	-14	-33
CCC(=O)N1CCN(c2ccccc2NC(=O)COc2cccc(C)c2)CC1	-1	8	-7	5	-1	-3.8	-4.4	0	-33
CN1CCN(S(=O)(=O)c2ccc(NC(=S)NC(=O)C3CCCCC3)cc2)CC1	-7	-7	-2	3	2	0.0	-2.0	16	7
CC1CN(C(=O)CN2C(=O)NC(C)(c3ccccc3)C2=O)CC(C)O1 (stereo unspecified)	-1	1	0	2	-4	-3.7	-2.8	16	-2

Sorted by value in IDE act (descending): 3 of the compounds above.
| mol | p-CIP stab down | HCV NS3 hel inh | PfM18AAP inh | IDE act | IDE inh | VIM-2 inhibitor | IMP-1 inh | UBC9 SUMO inh |
| --- | --- | --- | --- | --- | --- | --- | --- | --- |
| O=C(O)c1[nH]c2ccccc2c1C(c1c(F)cccc1Cl)c1c(C(=O)O)[nH]c2ccccc12 | -2 | -23 | 5 | 9 | 2 | -1.4 | -1.3 | 1 |
| CCCC(=O)Oc1c(S(=O)(=O)c2ccc(C)cc2)c(C)nn1C(C)(C)C | -10 | 5 | -4 | 6 | 2 | -1.6 | -2.2 | -14 |
| O=C(CSCc1ccccc1)N/N=C/c1ccccc1OCc1ccccc1 | 17 | -11 | 5 | 0 | 8 | -3.6 | -4.1 | -36 |

The list goes on.
SMILES	p-CIP stab down	HCV NS3 hel inh	PfM18AAP inh	IDE act	IDE inh	VIM-2 inhibitor	IMP-1 inh	UBC9 SUMO inh	DNA FID counter
COCCNS(=O)(=O)c1cc2[nH]c3c(c2cc1C)C(=O)CC(C)(C)C3	-13	-7	-12	0	1	0.6	0.2	4	-12
COc1ccc(/C=c2/sc3n(c2=O)C(c2ccccc2OC)C2=C(N=3)c3ccccc3CC2)cc1O (stereo unspecified)	-13	-9	4	-2	3	-1.9	-3.5	17	-23
CCn1c(=O)cc(SCC(=O)NCc2ccc(C)cc2)c2ccccc21	-8	-8	22	-5	-4	-2.2	-2.9	2	-23
O=C(Cc1ccccc1)Nc1ccc2c(c1)C(=O)N(CC1CCCO1)C2=O (stereo unspecified)	2	8	-5	-1	-4	-3.7	-3.0	43	2
Cc1ccc(NC(=S)N(CCCN2CCOCC2)Cc2ccccn2)cc1	7	3	0	-1	8	-3.4	-4.9	-3	-4
C/C(=N\NC(=O)c1sccc1C)c1cccnc1	-5	-1	-6	2	.	0.8	-5.0	15	-9
Cc1nc(CCN2C(=O)c3ccccc3C2=O)cs1	1	10	-1	7	-1	-5.5	-0.7	-14	-5
Cc1ccccc1-n1cc[nH]c1=S	-6	10	2	1	-4	0.5	-1.1	11	0
NC(=O)CCC(=O)N1CCCC(C(=O)c2ccc3c4c(cccc24)CC3)C1 (stereo unspecified)	2	0	0	-1	5	-3.1	-3.4	4	-14
Oc1c(C(c2ccco2)N2CCC3(CC2)OCCO3)sc2ncnn12 (stereo unspecified)	3	4	36*	2	1	-2.9	-4.0	-1	-10
CCOc1ccc(CCNC(=O)CCS(=O)(=O)c2ccc(OC)cc2)cc1OCC	10	8	2	3	-1	-3.2	-2.2	2	-33
CCOCc1nnc(NC(=O)CCc2ccccc2)s1	-20	5	-4	-5	-4	0.7	-0.9	3	-8
Cc1ccc(NC(=O)Nc2sc(=S)n(C)c2C)cc1	-4	1	8	3	11	-2.4	-3.3	8	5
COCCNc1nc2nonc2nc1N(C)Cc1ccc(C)cc1	-13	-1	4	4	1	-2.6	-1.1	19	-5
O=C(/C=C/c1ccco1)c1cccnc1	-7	7	14	-3	2	-1.8	-3.9	20	-9
COc1ccc(C(CC(=O)N2CCCCC2)c2c(OC)cc(OC)c3c(-c4ccccc4)cc(=O)oc23)cc1 (stereo unspecified)	-8	.	.	4	-1	.	.	22	.
Cc1nnc(NC(=O)c2cccc(Br)c2)s1	0	3	9	-5	5	-2.5	-1.9	8	-3
S=C(NCc1ccco1)N1CCN(c2cccc(Cl)c2)CC1	0	1	3	4	-1	-1.7	-3.4	-4	-7
CC(=O)Nc1ccc(NC(=O)Cn2nc(C(=O)Nc3ccc(C)cc3)ccc2=O)cc1	6	16	3	-2	1	-1.7	-4.3	22	-27
COc1cc2c(cc1OC)C(c1ccccc1Cl)N(C)CC2 (stereo unspecified)	-1	-8	-5	0	-1	-1.2	-2.5	9	1
CCCc1cc(=O)[nH]c(SCC(=O)N(CC)Cc2ccccc2)n1	1	5	-10	2	7	-3.5	-3.5	29	-26
CCC(c1nnnn1C(C)(C)C)N1CCN(Cc2ccccc2OC)CC1 (stereo unspecified)	-16	-4	-14	5	0	0.4	-3.0	15	-1
Cc1nc(C)c(C(=O)C2=C(O)C(=O)N(CCCn3ccnc3)C2c2ccc(Cl)cc2)s1 (stereo unspecified)	0	2	-2	0	1	0.3	-4.1	-3	-17
CCc1nnc(NC(=O)CSc2nc3cc4c(cc3cc2C)OCCO4)s1	-6	3	5	8	-3	-7.4	-2.1	-19	-1
CCOc1ccccc1Nc1nnc(SCC(=O)N2CCCC2)s1	10	1	6	4	2	1.5	-1.9	-5	-17
Clc1ccc(-c2ccc(C=Nc3ccc(N4CCOCC4)cc3)o2)c(Cl)c1	3	3	13	-4	4	-3.1	-8.5	14	0
Cc1cc(C)c2nc(NC(=O)c3cccc(S(=O)(=O)N4CCc5ccccc54)c3)sc2c1	-10	16	-8	1	6	-2.2	-1.7	20	2
Cn1c(C2CCCCC2)nc2c1c(=O)[nH]c(=O)n2Cc1ccccc1	-16	4	3	-1	5	-3.3	-1.3	16	-26
Cc1ccc(-n2ncc3c(NNC(=O)c4ccco4)ncnc32)cc1Cl	4	5	7	-3	-3	-3.3	-0.6	-16	-2

Screening results from PubChem.
